# Nrf2 activator: Nrf2 pathway activation; 0.31% of 410,000 active; AREc32 ARE-luciferase reporter (MCF7-derived line), luminescence, 24 h; Potency, µM (highest dose often 46.1 µM), for inactives: top-dose activation, actives largely listed as activators; AID 624171; also: % of control where 0% means no effect; nearly all actives have a fitted effect of over 65% in size
#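 Luciferase luminescence (Steady-Glo, 30 min at room temperature) served as the read-out of ARE activation in AREc32 cells treated with compounds for 24 hr at 37 deg C.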
# ATXN2 expr inh: inhibitors of ATXN2 expression | HEK-293 ATXN2-luciferase reporter, luminescence, 24 h | 0.72% of 360,000 active | AID 1745845 | Potency, µM (series often up to 57 µM), inactives show at the top dose activity change, negative = inhibition, most hits filed as inhibitors; also: % is scaled to controls: 0 for no effect and ±100 for the full control effect; nearly all actives have a fitted effect of over 55% in size
#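 qHTS (up to 57 uM final) was run with 24 h compound exposure of reporter cells at 37 °C. Each well was multiplexed: SteadyGlo luminescence measured ATXN2-luciferase expression after a fluorogenic Gly-Phe-AFC viability readout (25 uM final).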
# HepG2 tox: HepG2 cytotoxicity, counter-screen for TGF-b inhibitors. HepG2 CAGA-GFP viability, ATP luminescence, 18 h. 0.76% of 410,000 active. Potency, µM (doses to about 46.1 µM), without a hit: top-dose activity change, negative = cytotoxicity, usual class: cytotoxic; also: some results filed as inactive show a strong effect at the top dose
#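 CellTiter-Glo luminescence gave cytotoxicity after 18 hours at 37 degrees C. The cells were HepG2 CAGA-GFP in 1% FBS DMEM, stimulated with 500 pg/mL TGF-beta after compound addition. %Activity was normalised to no-cell wells (complete cell-killing) and DMSO (no toxicity), and curves were fitted and classified.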
# TGFb inhibitor: blocks TGF-b signaling. Potency, µM (highest dose often 46.1 µM), for inactives: at the highest dose activity, negative = inhibition, usual class: inhibitors. 1.2% of 410,000 active. HepG2 CAGA-GFP TGF-b/SMAD3 reporter, GFP fluorescence, 18 h; TGF-beta stimulated, 500 pg/mL final. AID 588855; also: % is scaled to controls: 0 for no effect and ±100 for the full control effect; nearly all actives have a fitted effect of over 65% in size
#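 HEPG2 CAGA-GFP, 1000 cells/well; 2 h settle, 37 C; cpd via pin tool; TGF-b 500 pg/mL final; 18 h, 37 C; GFP imaging ex488/em500-530; %Activity normalised to -TGF-b and +DMSO controls; CRC fit, curve class.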
# A549 tox: kills or reduces viability of A549 cells in Nrf2 counter-screen; 0.16% of 390,000 active; A549 ARE-Fluc cells, CellTiter-Fluor viability, 18-24 h; Potency, µM (highest dose often 46 µM), without a hit: top-dose activity change, negative = cytotoxicity, most hits filed as inhibitors; also: % is scaled to controls: 0 for no effect and ±100 for the full control effect
#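 A549 ARE_Fluc cells in 5% FBS OPTI-MEM were exposed to compounds in concentration-response for 18-24 h at 37 deg C. Viability was read by CellTiter-Fluor fluorescence (Ex 405/Em 525) after 30 min, before the luciferase read.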
# MCF10A rereplic: inducers of DNA re-replication in MCF 10A breast cells. MCF 10A DNA re-replication, Hoechst nuclear intensity, 48 h. 2.9% of 350,000 active. Potency, µM (top dose mostly 46.1 µM), inactives show at the highest dose activity, positive = re-replication, actives largely listed as activators; also: % of control where 0% means no effect; nearly all actives have a fitted effect of over 50% in size
# EPAC2 antagonist: antagonists of human EPAC2. Q8WZA2. EPAC2 GEF exchange of Rap1B-BODIPY-GDP, fluorescence. Potency, µM (top dose mostly 114 µM), for inactives: at the top dose activity, negative = inhibition, hits mostly inhibitors. 0.18% of 360,000 active; also: % is scaled to controls: 0 for no effect and ±100 for the full control effect; nearly all actives have a fitted effect of over 45% in size; many of its hits are not listed in these tables
# S2 tox: viability counter-screen for ATXN expression inhibitors. S2 cells (HEK-293 line with an ATXN2-luciferase reporter) viability, CellTiter-Fluor protease fluorescence, 24 h. Potency, µM (highest dose often 56.7 µM), most hits filed as cytotoxic. 0.49% of 400,000 active; also: nearly all actives have a fitted effect of over 40% in size
# Nrf2 block: Nrf2 pathway inhibition; A549 ARE-Fluc reporter, luciferase luminescence, 18-24 h; Potency, µM (doses to about 46 µM), for inactives: at the top dose activity change, negative = inhibition, actives largely listed as inhibitors; 2.1% of 360,000 active; also: % is scaled to controls: 0 for no effect and ±100 for the full control effect; nearly all actives have a fitted effect of over 60% in size
#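 Cells were seeded and rested 2 h, then exposed to compounds for 18-24 h. CellTiter-Fluor was read first as a viability measure. BugLite was added 15 min before the final luminescent read of ARE-luciferase activity in A549 cells.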
# * hit, by the source's call; i = inactive; u = inconclusive; x = not tested or not shown; & = joins results of further samples; [ ] = remark or other dose. Calls follow the shape of the dose curve; as a rule, active = well fitted curve in the direction sought with a large enough effect; inconclusive = small, poorly fitted or top-dose-only effect, or another doubt; inactive = no such curve, though single readings can be large; an effect the other way counts as inactive or inconclusive. Potency is read from the fitted curve at half-maximal effect. An excerpt; count on the stated rates, not on these rows.
SMILES,Nrf2 activator,ATXN2 expr inh,HepG2 tox,TGFb inhibitor,A549 tox,MCF10A rereplic,EPAC2 antagonist,S2 tox,Nrf2 block
Cc1ccccc1NC(=O)Cn1c(=O)n(CCCCCC(=O)NCc2ccccc2Cl)c(=O)c2sccc21,3.6%,x,-5%,u,7%,x,x,x,-14%
O=C(NN=C1CCCCCC1)c1ccncc1,1.7%,-4%,-8%,-17%,-5%,0%,7%,i,-1%
Cc1cccc(C)c1-n1nnnc1C(c1ccnc2ccccc12)N(CCC#N)Cc1ccccc1 (stereo not drawn),1.3%,u,x,x,x,x,u,i,x
CNC(=O)c1ccc(CN(C)CC(=O)Nc2ccccc2C(=O)NC2CC2)cc1,-0.5%,5%,-5%,2%,0%,-2%,10%,u,15%
CCCC(=O)Nc1cccc(NC(=O)c2ccc3c(c2)OCO3)c1,0.1%,11%,-24%,-3%,-9%,0%,7%,u,19%
O=C(Cn1cc(/C=N/O)c2ccccc21)N1CCOCC1,-0.2%,-2%,1%,-6%,-8%,0%,-3%,i,1%
CCOCCCNc1nc2c([nH]1)c(=O)n(C)c(=O)n2C,2.5%,3%,4%,4%,1%,1%,3%,i,-5%
COc1cccc(NC(=O)COc2coc(CN3CCN(c4ccccc4)CC3)cc2=O)c1,-0.1%,-12%,-20%,6%,2%,-1%,-5%,i,-29%
O=C(N1CCCCCC1)n1c(Cc2ccccc2)nc2ccccc21,0.2%,1%,-69%,-13%,-8%,u,9%,i,u
CCN(c1cccc(C)c1)S(=O)(=O)c1ccc2c(c1)NC(=O)CCS2,2.1%&-1.5%,4%&-10%,-17%&0%,-5%&-9%,5%&-4%,-7%,0%,i,-20%&14%
Cn1cnnc1SC1c2cccc3cccc(c23)C1NS(=O)(=O)c1ccc(Cl)cc1 (stereo not drawn),2.4%,5%,-1%,-2%,1%,-6%,6%,i,20%
Cc1nnc(C)n1N,8.2%,-11%[2.22 µM],-11%,0%,1%,2%,5%,i,-7%
CC1CCCN(CCCOc2ccc(Br)cc2Cl)C1 (stereo not drawn),4.9%,-6%,1%,2%,2%,u,-4%,i,u
CCCNC(=O)CS(=O)Cc1nc(-c2ccccc2C)oc1C (stereo not drawn),0.1%,-4%,7%,3%,-6%,1%,-14%,x,-6%
CC(C)(C)OC(=O)[C@H](NC(=O)OCc1ccccc1)c1ccccc1,0.6%,8%,-10%,-16%,-26%,9%,-6%,i,u
Clc1ccccc1OCCNc1nc(NCC2CC2)nc2ccsc12,4.5%[9.22 µM],u,-33%,u,x,x,7%,u,x
CS(=O)(=O)N1CCc2cc(C(=O)Nc3ccc(O)cc3)ccc21,2.8%,29%,-7%,0%,-5%,-1%,15%,i,1%
CC(C)CCN1C(=O)c2ccc(C(=O)Nc3cc(C(=O)O)cc(C(=O)O)c3)cc2C1=O,1.8%,-4%,11%,6%,-7%,-3%,7%,i,1%
CCOC(=O)c1c(-c2ccccc2)csc1NC(=O)CSc1nncs1,4.5%,-9%,7%,-12%,12%,23%,2%,i,u
Cn1c(=O)[nH]c(NCCc2ccc(O)cc2)c([N+](=O)[O-])c1=O,-0.9%,16%,23%,1%,-1%,-2%,8%,i,0%
CCSc1nc2c(c(=O)[nH]1)C(c1cccnc1)C(C(=O)OC)=C(C)N2 (stereo not drawn),-0.1%,22%,3%,u,1%,0%,-6%,i,x
COc1cccc(CNC(=O)CCn2c(=O)c3cccn3c3cccnc32)c1OC,u,x,-1%,-27%,9%,x,x,x,8%
CCCc1nc2ccc(C)cn2c1Cc1ccccc1,9.7%,0%,-17%,-14%,x,x,-13%,x,x
O=C(Cn1nnc(-c2ccc(F)cc2)n1)OCC(=O)c1ccccc1,8.3%,11%,2%,-1%,-1%,11%,-5%,i,31%
Cc1cc(C)c(/C=C2\C(=O)Nc3ccccc32)[nH]1,27%,6%&25%,-41%,74%[activator],-16%,3%&1%,118%[activator],i,u
C/C(=N/NC(=O)c1ccco1)c1ccc(NC(=O)c2ccc(F)cc2)cc1,0.4%,11%,4%,-11%,1%,u,4%,i,21%
CCCCCCc1cc2cc(C(=O)Nc3ccccc3OC)c(=O)oc2cc1O,0.2%,-2%,28%,8%,-9%,0.65µM*,-22%,i,1%
CC1(C)CC(=O)C=C(c2cccc(O)c2)C1,2.0%,20%,-20%,8%,0%,10%,-3%,i,20%
CC1(C(=O)NS(=O)(=O)c2ccc(Cl)cc2)CCN1C(=O)Cc1cccs1 (stereo not drawn),-0.3%,14%,4%,5%,x,x,-1%,i,x
COCCNC(=O)C1CC(=O)N(c2ccc(F)c(Cl)c2)C1 (stereo not drawn),-0.2%,-9%,3%,-9%,1%,10%,21%,i,-10%
Cc1c(NS(=O)(=O)c2cc(C(=O)NCCN(C)C)ccc2Cl)c(=O)n(-c2ccccc2)n1C,-0.2%,2%,7%,44%[activator],0%,2%,1%,i,-3%
CC1=NN(C(N)=S)C(=O)C1N=Nc1cccc(Cl)c1C (stereo not drawn),6.4%,x,-4%,14%,-11%,9%,-9%,u,u
COc1ccc(C(=O)Nc2ccccc2C(=O)N2CCN(c3ccccc3)CC2)cc1,-0.1%,5%,7%,-2%,-16%,1%,-1%,u,14%
Cc1ccc(Cl)cc1NC(=O)COC(=O)C1CC1,0.0%,x,2%,-17%,-1%,1%,-13%[57.1 µM],i,2%
Cc1ccc(NC(=O)c2sc(N)nc2-c2ccccc2)cc1C,2.9%,-33%,-58%,u,-4%,4%,-8%,u,-26%
CCOC(=O)C1CCN(S(=O)(=O)c2ccc(OCC)cc2)CC1,1.9%,-4%,-8%,-4%,-6%,-1%,-2%[57.1 µM],i,-8%
O=C(Cn1c(=O)ccn(Cc2ccccc2)c1=O)Nc1cccc(S(=O)(=O)N2CCOCC2)c1,0.2%,7%,-3%,-8%,3%,4%,-18%,i,-1%
COCCNc1oc(Cc2cccc3ccccc23)nc1C#N,-0.1%,x,-7%,-13%,7%,1%,-10%,i,-16%
CC1=CC(C)(C)n2c(O)c(N=NC(N)=S)c3cccc1c32,0.2%,-9%,-27%,-19%,-7%,18%,-8%,i,1%
Cc1ccc(S(=O)(=O)N2CCN(C(=O)CN3C(=O)CNC3=O)CC2)cc1,-1.0%,x,3%,10%,3%,0%,2%,i,1%

# Reformatted: entries from further up
SMILES	Nrf2 activator	ATXN2 expr inh	HepG2 tox	TGFb inhibitor	A549 tox	MCF10A rereplic	EPAC2 antagonist	S2 tox	Nrf2 block
CCCc1nc2ccc(C)cn2c1Cc1ccccc1	9.7%	0%	-17%	-14%	x	x	-13%	x	x
COc1ccc(C(=O)Nc2ccccc2C(=O)N2CCN(c3ccccc3)CC2)cc1	-0.1%	5%	7%	-2%	-16%	1%	-1%	u	14%
CC1(C(=O)NS(=O)(=O)c2ccc(Cl)cc2)CCN1C(=O)Cc1cccs1 (stereo not drawn)	-0.3%	14%	4%	5%	x	x	-1%	i	x
Cc1cc(C)c(/C=C2\C(=O)Nc3ccccc32)[nH]1	27%	6%&25%	-41%	74%[activator]	-16%	3%&1%	118%[activator]	i	u
O=C(Cn1nnc(-c2ccc(F)cc2)n1)OCC(=O)c1ccccc1	8.3%	11%	2%	-1%	-1%	11%	-5%	i	31%

# Other entries.
SMILES,Nrf2 activator,ATXN2 expr inh,HepG2 tox,TGFb inhibitor,A549 tox,MCF10A rereplic,EPAC2 antagonist,S2 tox,Nrf2 block
CN(C)Cc1c(C(=O)N/N=C/c2cccc3ccccc23)nnn1-c1nonc1N,-0.4%,-4%,-5%,2%,2%,1%,-8%,i,-12%
CN(C)/C=C1\Oc2ccc3ccccc3c2C1=O,4.6%,17%,-11%,-23%,-10%,3%,-13%,x,u
COc1ccccc1CNC(=O)C(NS(=O)(=O)c1cccc2nsnc12)C(C)C (stereo not drawn),0.2%,-5%,-10%,6%,0%,1%,-2%,i,0%
Cc1ccc(CN2CCSc3sccc3C2=O)cc1,2.3%,10%,-19%,-15%,17%,12%,-20%,i,9%
CCN(c1ccccc1)S(=O)(=O)c1cc(NC(=O)CSc2n[nH]c(=O)[nH]c2=O)ccc1Cl,-1.9%,x,38%,2%,12%,0%,-10%,i,6%
O=C(c1cc(-c2ccccc2)nc2ccccc12)N1N=C(C(F)F)CC1(O)C(F)F (stereo not drawn),0.4%,5%,-33%,-12%,-4%,-9%,-15%,i,-5%
CCOC(=O)CN1C(=O)N[C@@H](CCc2ccccc2)C(C(C)=O)=C1C,-0.5%,6%,-4%,6%,-4%,-8%,-9%,i,3%
Cc1cc(NC(=O)c2ccc(NC(=O)C3CCCO3)cc2)ccc1Br (stereo not drawn),5.3%,x,-17%,-24%,-4%,-3%,8%,i,6%
CCC12CC3CC(C1)CC(C(=O)Nc1nn[nH]n1)(C3)C2,-0.3%,-7%,-40%,9%,0%,23%,-1%,i,-25%
Clc1ccc2nc(CSc3ncn[nH]3)cn2c1,2.4%,21%,17%,-1%,2%,-2%,0%,i,28%
CC(C)C(OC(=O)c1cccs1)C(=O)NC1CCCCC1 (stereo not drawn),0.1%,-1%,1%,8%,-3%,1%,7%,i,-27%
O=C(NC(Cc1ccccc1)C(=O)O)/C(=C/c1ccc(F)cc1)NC(=O)c1ccccc1 (stereo not drawn),0.4%,x,3%,-7%,0%,2%,5%[57.1 µM],u,4%
COc1ccc(S(=O)(=O)Nc2cccc(NC(C)=O)c2)cc1,2.7%,1%,2%,5%,-19%,1%,13%,i,-21%
CS(=O)(=O)N1CCN(c2ccccc2NC(=O)Nc2cccc(Cl)c2)CC1,2.9%,x,-60%,u,-1%,2%,-4%,i,u
Cc1ccc(NC(=O)c2cc(N3C(=O)C=CC3=O)ccc2Cl)cc1C,12%,u,-111%,u,0%,u,6%,u,12%
Nc1nc(NC2CCCCC2)nc(NCCO)c1[N+](=O)[O-],0.2%,1%,-3%,0%,7%,1%,4%,i,-19%
CC(C)Cn1c(NCCN(C)C)nc2c1c(=O)[nH]c(=O)n2C,0.3%,3%,-2%,4%,-4%,6%,3%,i,6%
Oc1ccc(N=Nc2n[nH]c(-c3ccc(Br)cc3)n2)cc1,0.2%,1%,-3%,u,u,10%,7%,u,7%
COc1cc2c(cc1OC)C1=C(C#N)CCC(=NC(=O)c3ccco3)N1CC2,6.4%,-19%[11.3 µM],-2%,2%,-5%,-1%,2%,i,4%

# High-throughput results as filed in PubChem.
